# Peg3 promoter: Peg3 promoter activity inhibition. HeLa PEG-Prom luciferase reporter, luminescence, overnight. inhibition, % at 20 µM. 1.7% of 360,000 active. AID 588405;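 active = inhibition of at least 50% at 20 µM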
# Shn3 inh set2: Schnurri-3 reporter inhibition in Clone20 osteoblasts; Clone20 osteoblast Shn3 3'UTR firefly luciferase, 24 h; inhibition, % at 12.5 µM; 0.52% of 360,000 active; AID 588674;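 active = mean inhibition of at least 75% with every replicate also reaching 75%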;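 note: 0% = median of neutral control wells and 100% = pilot-screen positive control compound; some compounds past the cut are filed as inactive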
# CF NFkB inh: cystic fibrosis NF-kB activation inhibition. KKLEB NF-kB-GFP reporter, PAF-induced, GFP fluorescence overnight. inhibition, % at 5 µM. 0.86% of 360,000 active;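 active = at least 50% inhibition at 5 µM, scaled per plate between neutral and stimulator controls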;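 note: PAF is a Pseudomonas aeruginosa culture filtrate used as stimulus; plate controls were PAF-stimulated DMSO wells for no effect and unstimulated DMSO wells for full effect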
# HIF-2a block: HIF-2a inhibition; 0.72% of 360,000 active; 786-0 RCC cells HIF-2a reporter, luciferase luminescence, overnight; inhibition, % at 18.8 µM;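 active = inhibition of the luminescence signal of 40% or more relative to plate controls, in a single-dose primary screen at 18.75 µM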
# NR2E3 ag-1: human photoreceptor-specific nuclear receptor agonism | CHO-S Gal4-NCOR/VP16-NR2E3 two-hybrid, luciferase | inhibition of corepressor binding, % at 3.98 µM | 0.35% of 360,000 active | AID 602229;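 active = inhibition above the mean of all tested compounds plus 3 SD, cut at about 70% in these data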;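 note: 0% = DMSO with NR2E3 transfected cells and 100% = cells lacking NR2E3 construct; higher means lower luciferase signal from less NR2E3 corepressor binding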
# Target sequence (Q9Y5X4 whole entry, looked up, the tested form may be a part): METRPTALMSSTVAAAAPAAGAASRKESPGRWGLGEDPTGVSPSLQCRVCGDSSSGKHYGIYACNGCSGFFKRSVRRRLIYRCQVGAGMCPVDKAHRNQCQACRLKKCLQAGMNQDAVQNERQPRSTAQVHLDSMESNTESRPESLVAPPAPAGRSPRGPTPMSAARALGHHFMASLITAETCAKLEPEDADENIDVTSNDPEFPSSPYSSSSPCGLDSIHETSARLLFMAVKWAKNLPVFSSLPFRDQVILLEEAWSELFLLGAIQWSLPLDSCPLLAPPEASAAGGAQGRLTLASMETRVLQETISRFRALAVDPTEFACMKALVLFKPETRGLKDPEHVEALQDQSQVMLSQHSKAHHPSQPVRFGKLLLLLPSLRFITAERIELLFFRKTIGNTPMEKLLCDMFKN
# MITF TRPM1 inh: inhibitors of MITF-driven TRPM1 promoter in melanoma cells | SK-MEL-5 TRPM1 promoter luciferase, 24 h | inhibition, % at 12.5 µM | AID 488899 | 0.83% of 330,000 active;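 active = mean inhibition across replicates of 60% or more, whatever share of single replicates reaches that level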; note: values of inactives mirror those of a sister screen read the other way
# KKLEB cytotox: reduces viability of KKLEB cystic fibrosis airway cells; KKLEB CF airway cells viability, ATPlite luminescence, overnight; hits give low values; cells stimulated with P. aeruginosa culture filtrate; activity change (cytotoxicity), % at 5 µM; 0.36% of 360,000 active;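 active = corrected activity change at or below -50% at 5 µM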
# NR2E3 ag-2: activates human photoreceptor nuclear receptor NR2E3; Q9Y5X4; GST-NR2E3/biotin-RetCOR TR-FRET, 1536-well; inhibition of corepressor binding, % at 4.78 µM; 0.12% of 320,000 active; AID 2300;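 active = percent inhibition above the cutoff of mean plus 3 SD of all tested compounds, set per screening campaign, cut at about 20% in these data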;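 note: 0% = DMSO wells and 100% = biotin wells as full block of FRET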
#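 Material: NR2E3–RetCOR corepressor complex | Quantity: 1.35 nM GST-tagged NR2E3 final | Schedule: 5 h at 4 °C | Replication: Singlicate compound wells | Reagent: RetCOR corepressor, biotinylated, 7 nM | Controls: Biotin wells as high control, 0.6% DMSO wells as low control | Signal: TR-FRET, Eu(K)-anti-GST donor, streptavidin-D2 acceptor, ex 340, em 617/671 nm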
# C8 TRAIL sens: caspase-8 TRAIL sensitization; NB7+C8 cells + TRAIL, ATPlite viability luminescence; 1% of 360,000 active; inhibition (viability loss, TRAIL sensitization), % at 10 µM;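 active = compounds causing at least 50% loss of cell viability in the single-dose screen, relative to plate controls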
# TWEAK Fn14 block: TWEAK-Fn14 signaling inhibition | 2% of 360,000 active | inhibition, % at 10 µM | TWEAK-stimulated Fn14 reporter cells, luciferase luminescence, 8 h; in the data active = inhibition above about 50%
# TROY NFkB inh: inhibitors of TROY-dependent NF-kB signaling; Q293 LMP1-TROYcd NF-kB luciferase reporter, 4 h; inhibition, % at 10 µM; 0.98% of 360,000 active; AID 1347056;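 active = compounds whose plate-normalised and pattern-corrected inhibition of the luciferase reporter signal at the single screening dose is 50% or more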
# * hit, by the source's call; / = no result given. The list is partial; count on the stated rates, not on these rows.
SMILES,Peg3 promoter,Shn3 inh set2,CF NFkB inh,HIF-2a block,NR2E3 ag-1,MITF TRPM1 inh,KKLEB cytotox,NR2E3 ag-2,C8 TRAIL sens,TWEAK Fn14 block,TROY NFkB inh
CN(C)C(=O)Oc1ccc2nnc3ccnn3c2c1,0,-7,-8,3,-70,9,2,-1,-13,4,-7
O=P1(Oc2ccccc2)CC=C[C@H](COCc2ccccc2)O1 (some centres not stated),-1,2,0,9,-6,-9,4,2,9,2,-2
O=C(NCC(c1cccnc1)N1CCN(c2ccc(F)cc2)CC1)Oc1ccccc1 (configuration not stated),14,45,3,20,-15,3,-6,0,23,-2,-1
CCC(C)n1c(O)c(C=NCCN2CCOCC2)c(=O)[nH]c1=S (configuration not stated),4,2,27,22,7,-3,1,0,-6,17,15
Cc1ccccc1CN1Cc2cnnn2-c2ccccc2C1C#N (configuration not stated),95*,-9,38,92*,7,98*,-11,/,49*,96*,56*
COC(=O)CC(NC(=S)N1CC2C[C@@H](C1)Cn1c2cccc1=O)C(=O)OC (some centres not stated),13,7,-4,12,-33,7,-6,-4,-12,19,1
Cc1ccc(C(=O)C2CN3CCC2CC3)cc1 (configuration not stated),33,3,-7,9,4,5,16,4,1,84*,/
CC1=NN(c2ccccc2)C(=O)C1/C=C1\C(=O)NC(=O)N(c2ccc(C)c(C)c2)C1=O (configuration not stated),4,-1,8,3,-14,6,-9,-4,-4,-15,-14
COc1ccccc1NC1(C#N)CCCCC1,1,-20,3,5,-6,7,8,-1,-9,8,12
O=[N+]([O-])c1cc(F)c(N2CCCC2)cc1Br,-3,63,-11,-4,3,-12,-5,-19,2,-7,-4
COCCCn1c(N)c(C(=O)Nc2sc3c(c2C(=O)OC)CCCC3)c2nc3ccccc3nc21,19,34,-6,-6,-35,-5,6,3,-3,-5,-1
O=c1[nH]c2ccccc2n1C1CCN(C(c2cccc3ccccc23)c2nnnn2Cc2ccccc2)CC1 (configuration not stated),81*,6,86*,-35,32,/,-48,/,34,53*,36

# The closing 5 entries of the part before lead into the next.
SMILES,Peg3 promoter,Shn3 inh set2,CF NFkB inh,HIF-2a block,NR2E3 ag-1,MITF TRPM1 inh,KKLEB cytotox,NR2E3 ag-2,C8 TRAIL sens,TWEAK Fn14 block,TROY NFkB inh
CC1=NN(c2ccccc2)C(=O)C1/C=C1\C(=O)NC(=O)N(c2ccc(C)c(C)c2)C1=O (configuration not stated),4,-1,8,3,-14,6,-9,-4,-4,-15,-14
COc1ccccc1NC1(C#N)CCCCC1,1,-20,3,5,-6,7,8,-1,-9,8,12
O=[N+]([O-])c1cc(F)c(N2CCCC2)cc1Br,-3,63,-11,-4,3,-12,-5,-19,2,-7,-4
COCCCn1c(N)c(C(=O)Nc2sc3c(c2C(=O)OC)CCCC3)c2nc3ccccc3nc21,19,34,-6,-6,-35,-5,6,3,-3,-5,-1
O=c1[nH]c2ccccc2n1C1CCN(C(c2cccc3ccccc23)c2nnnn2Cc2ccccc2)CC1 (configuration not stated),81*,6,86*,-35,32,/,-48,/,34,53*,36
O=C(c1ccc(C(F)(F)F)cc1)C1CCCN(C2CCSCC2)C1 (configuration not stated),14,10,-3,10,13,6,-8,4,3,-5,5
CCC1(CC)COP(=O)(OCC(Cl)CCl)OC1 (configuration not stated),6,-8,4,0,-24,-10,12,/,11,6,1
CCOP(=S)(OCC)N1CC1,-5,19,-17,-5,-3,-19,-26,/,-7,13,-13
COC(=O)C1C2CC[C@@H](CC1OC(=O)c1ccccc1)N2 (some centres not stated),-7,-15,21,0,2,2,6,/,-5,4,-11
COc1ccc(-n2c(SC)nc3ccccc3c2=O)cc1,-8,3,-16,-2,-7,-4,5,-1,9,-2,10
CCN(CC)C(=O)c1ccc(NC(=O)c2cc(S(=O)(=O)N3CCCCCC3)ccc2OC)cc1,7,9,28,14,-31,2,-6,2,-13,-1,15
O=c1[nH]c(O)c(C=NC2CCN(Cc3ccccc3)CC2)c(=O)[nH]1,3,6,5,10,24,2,-6,1,-10,1,-1
Cc1ccc(-c2nn(Cc3ccccc3)cc2C=O)cc1,-191,-46,-12,-218,-33,-38,5,-2,11,5,-98
CC12CCC3C(CC=C4CC(O)CCC43C)C1C/C(=C\c1cccc(F)c1)C2=O (configuration not stated),-57,-22,39,6,10,7,-15,-2,16,-44,-9
Cc1cccc2c(CCN)c[nH]c12,9,-14,12,3,4,7,6,-2,5,15,7
COC(=O)C1=C(c2ccc(-c3ccccc3)c(F)c2)C[C@@H]2CC[C@H]1N2C(=O)NC1CCCCC1,-1,77,11,0,-10,17,-3,-2,10,33,28
CC1CC(C)CN(CC(=O)c2ccc(OC(F)F)cc2)C1 (configuration not stated),-1,-18,5,7,-9,-13,2,0,-14,-38,-27
O=C(Nc1cc(Cl)cc(Cl)c1)N1Cc2ccccc2-n2nncc2C1,1,12,-20,1,3,/,6,/,-12,-12,-7
N#Cc1ccc(CN2Cc3ccccc3-n3nncc3C2)cc1,15,-5,-39,-10,-3,/,4,/,-9,12,2
COc1cc(CC(=O)N2C[C@H]3C[C@@H](C2)c2cccc(=O)n2C3)cc(OC)c1OC,1,-8,15,12,-5,-9,-5,2,-2,3,9
COc1ccc(C[C@H]2NC[C@H](O)[C@H]2OC(C)=O)cc1,94*,94*,88*,91*,104*,83*,-45,1,86*,97*,82*
CCOC(=O)N(CC)c1ccc(C(O)(C(=O)OC)C(F)(F)F)cc1 (configuration not stated),2,2,0,4,-3,-2,8,3,-12,6,7
COC(=O)C1=C(c2ccc(OCc3ccccc3)cc2)C[C@@H]2CC[C@H]1N2C(=O)NCc1cccc(F)c1,27,65,6,-3,6,/,-3,/,-8,37,-3
CC(=O)O[C@H]1CC[C@@]2(C)C(=CC[C@@H]3[C@@H]2CC[C@]2(C)C(=O)CC[C@@H]32)C1,7,72,-28,2,-9,-7,0,5,1,-19,4
COc1ccc(N=C(C)c2c(O)[nH]c(=O)[nH]c2=O)cc1,32,5,6,16,-7,8,4,-1,0,-3,5
c1ccc(CCNCc2cccs2)cc1,1,-12,2,1,-13,-24,1,/,-21,-2,8
CCOc1cc(/C=C2\C(=O)NC(=O)N(C)C2=O)cc([N+](=O)[O-])c1O,-23,5,0,16,-37,-2,-10,-4,-4,-20,10
CC1=CP(=O)(Oc2ccc([N+](=O)[O-])cc2)CC1 (configuration not stated),-8,-5,-24,14,-10,/,3,/,-16,29,-1
Cc1cccc(-n2c(CN3C(=O)c4ccccc4C3=O)nc3ccccc3c2=O)n1,5,7,-19,10,-16,3,12,4,4,3,6
C=C1C[C@]2(O)[C@@]3(C)CCC(=O)C(C)(C)C3=C(O)C(=O)[C@@]2(C)[C@@H]2C(=O)O[C@@](C)(C(=O)OC)C(=O)[C@@]12C,-125,-49,-2,-138,-145,-11,0,0,9,-26,-81
O=C1OC(c2ccc(Br)cc2)=N/C1=C\N1CC2CC(C1)c1cccc(=O)n1C2 (configuration not stated),12,/,0,17,-2,-5,-7,2,-18,38,14
OCCOCC#CCN1CCOCC1,11,-5,-3,10,-13,2,-9,0,2,-10,10
CCN(CC)C(=O)Cn1cc(C=C2C(=O)N(C)C(=O)N(C)C2=O)c2ccccc21,10,15,-22,15,-5,-6,8,3,5,-6,-10
C#C[C@@]1(O)CCC2C3CCC4=C/C(=N/OCC(=O)NC(CCC(N)=O)C(=O)O)CC[C@]4(C)C3CC[C@@]21C (some centres not stated),-4,1,2,17,5,1,0,4,-17,7,8
COc1ccc(-n2c(-c3ccccc3[N+](=O)[O-])nc3ccccc3c2=O)cc1,2,8,-1,0,7,-9,1,/,-7,3,-11
COCc1c(CN)cnc(C)c1N,-7,-19,6,9,0,-16,-3,-1,-4,-20,-1
COc1ccc(CCN(C)Cc2ccncc2)cc1OC,13,7,-8,-2,-22,-6,-6,0,6,-9,-11
COc1c(C)cc(C(=O)C2CCCN(Cc3cccc(C)n3)C2)cc1C (configuration not stated),21,-9,-15,29,-3,11,0,3,4,-14,22
CN(C)CC1CCCCC1=O (configuration not stated),16,0,6,12,17,9,-1,5,23,5,-16
O=C(O)C1C2CC3CC(C2)CC1(n1ncc(N2CCC4(CC2)OCCO4)c(Cl)c1=O)C3 (configuration not stated),-5,17,6,8,-16,2,-4,-1,-10,5,-6
CC(C)Oc1cccc(NC(=O)c2cccn(Cc3ccc4c(c3)OC(F)(F)O4)c2=O)c1,-24,-41,17,-120,8,-15,-20,0,-6,18,-4
CCN(CC)P(=S)(c1c(C)nc2ccccn12)c1c(C)nc2ccccn12,19,-34,16,15,-5,12,-4,4,-20,-3,-3
Cc1cccc(-n2c(O)c(/C=C3/C(c4ccccc4)=Nc4ccccc43)c(=O)[nH]c2=O)c1,-57,4,46,-106,-72,-15,-8,-3,29,53*,-1
COc1cccc(C(c2nnnn2Cc2ccccc2)N2CCC3(CC2)C(=O)NCN3c2ccccc2)c1OC (configuration not stated),50,4,-5,15,4,/,-2,/,1,21,13
C[C@]12CC(=O)CC1CCC1C2CC[C@@]2(C)C1CC[C@@H]2O (some centres not stated),-6,1,8,2,-11,3,2,4,-4,-5,14
CN1CCc2cc(O)cc3c2[C@H]1Cc1ccc(O)c(O)c1-3,3,6,-51,20,-13,-12,-77*,-2,28,4,-2
CCN(CC)S(=O)(=O)c1cccc(N=Nc2c(O)n(CC)c(=S)n(CC)c2=O)c1,15,3,-4,-6,3,19,2,-1,3,40,33
Cc1ccc2c(c1)C1C[N+](C)(CC(=O)c3ccc(Cl)cc3Cl)CCC1N2C(=O)c1ccc(F)cc1 (configuration not stated),-167,-27,23,-119,-68,-46,0,/,4,-8,-36
O=S(=O)(c1ccc(F)cc1)N1CCCC1c1cccnc1 (configuration not stated),9,-12,7,19,-5,12,-5,-1,-7,-5,-26
COC(=O)C1=C(c2cccc(OCc3ccccc3)c2)C[C@@H]2CC[C@H]1N2C(=O)NCc1cc(C)oc1C(F)(F)F,23,14,-22,16,27,9,11,2,0,20,-5
CC(C)n1c(O)c(C2c3cc(Cl)ccc3Oc3[nH]c(=O)n(C(C)C)c(=O)c32)c(=O)[nH]c1=O (configuration not stated),115*,79,91*,94*,-8,102*,1,/,5,100*,20
CC(C)(C)n1nnnc1C(c1cccc2ccccc12)N1CCC2(CC1)C(=O)NCN2c1ccccc1 (configuration not stated),40,0,20,2,-18,/,-5,/,-3,37,29
CCOC(=O)C1=C(C)OC(N)=C(C#N)C12C(=O)N(C)c1ccccc12 (configuration not stated),-53,-5,-8,-20,-3,14,4,2,-5,33,23
O=P1(Oc2ccccc2)C[C@@H](O)[C@@H](O)[C@H](COCc2ccccc2)O1 (some centres not stated),2,4,12,7,-5,5,2,3,0,7,3

# Source: PubChem BioAssay
